# Screening results (PubChem)
# Lipid storage S3: qHTS Assay for Lipid Storage Modulators in Drosophila S3 Cells. Drosophila S3 cells, BODIPY lipid droplet fluorescence, 18-24 h; cells fed with added oleic acid. lipid storage change, negative = inhibition, % at the top dose, mostly 46.1 µM; hits show Potency in µM. 0.64% of 320,000 active; active means well fitted inhibition curve with a large enough effect in the signal ratio, with a control signal flat, not every such curve was filed as active; inconclusive means small, poorly fitted or top-dose-only effect, or effect the other way, or a change in a side signal; the % refers to the signal ratio
#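 Laser-scanning cytometry quantifies lipid droplet accumulation (500–530 nm total intensity; droplet/cell object ratio) in oleic acid-fed (400 uM added) Drosophila S3 cells treated with a concentration series. 20 uM Triacsin C defined 100% inhibition.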
# Lipid storage S3 cell count max: second read-out of Lipid storage S3, no call of its own (marks repeat the call); cell number change, %; measured here: cell count max response;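 cells counted by Cell Tracker Red CMTPX staining in the red channel; peak over a dose series mostly up to 46.1 µM; percent activity relative to internal control wells on each plate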
# Active calls of the source: *; i = inactive; ? = inconclusive; . = no result given. On the % scale 0 is the no-effect control and ±100 the full control effect; potency means the concentration at half of the fitted maximal effect. An excerpt, so the mix of outcomes need not match the whole.
O=Nc1c(O)n(Cc2c(Cl)cccc2Cl)c2ccccc12
- Lipid storage S3: ?
- Lipid storage S3 cell count max: .

CC(C)CCNC(=O)CCc1nnc2n(CCCOC(C)C)c(=O)c3ccccc3n12
- Lipid storage S3: 13%
- Lipid storage S3 cell count max: 3

Cc1ccc(C)c2[nH]c(=O)c(C(c3nnnn3C3CCCC3)N3CCOCC3)cc12 (configuration not stated)
- Lipid storage S3: ?
- Lipid storage S3 cell count max: .

CCOC(=O)C1(Cc2ccccc2C)CCCN(C(=O)c2ccc(CSC)o2)C1 (configuration not stated)
- Lipid storage S3: ?
- Lipid storage S3 cell count max: .

Cc1c(C(c2cc3c(cc2Br)OCO3)c2c(C)n(C)n(-c3ccccc3)c2=O)c(=O)n(-c2ccccc2)n1C
- Lipid storage S3: -10%
- Lipid storage S3 cell count max: -3

O=S1(=O)CCOC[C@H](c2ccccc2)N1Cc1cccc(Cl)c1
- Lipid storage S3: ?
- Lipid storage S3 cell count max: .

COc1cc(OC)c(C2N(C)c3ccccc3N2C)cc1OC
- Lipid storage S3: i
- Lipid storage S3 cell count max: .

O=C(O)Cc1sc(-c2ccccc2)nc1-c1cccs1
- Lipid storage S3: 22%
- Lipid storage S3 cell count max: 19

Cc1cc(OCc2nnc(SC(C)C(=O)O)n2Cc2ccccc2)ccc1Cl (configuration not stated)
- Lipid storage S3: 5%
- Lipid storage S3 cell count max: 26

Cn1nc(C(C)(C)C)c([N+](=O)[O-])c1C(=O)NC1CCCCC1
- Lipid storage S3: i
- Lipid storage S3 cell count max: -18

O=C(c1ccc(Cl)c(Cl)c1)N1CCC(=O)N(C(COCc2cccc(Cl)c2)Cc2ccccc2)CC1 (configuration not stated)
- Lipid storage S3: ?
- Lipid storage S3 cell count max: .

Clc1ccc2nc(CN3CCCc4ccccc43)cn2c1
- Lipid storage S3: ?
- Lipid storage S3 cell count max: .

O=C(Oc1ccc2c(c1)OCC2=O)c1ccc(Cl)cc1
- Lipid storage S3: -6%
- Lipid storage S3 cell count max: -2

O=C(CCCn1c(=S)[nH]c2cc3c(cc2c1=O)OCO3)N1CCN(c2ccc(Cl)cc2)CC1
- Lipid storage S3: 11%
- Lipid storage S3 cell count max: -9

COCCNC(=O)CSCc1cc(C)cc(C)c1
- Lipid storage S3: ?
- Lipid storage S3 cell count max: .

CCCC(C)CO (configuration not stated)
- Lipid storage S3: 12%
- Lipid storage S3 cell count max: 17

COCCNC(=O)C1CC(c2cccc([N+](=O)[O-])c2)=NO1 (configuration not stated)
- Lipid storage S3: ?
- Lipid storage S3 cell count max: .

O=C(c1ccc(S(=O)(=O)N2CCCC2)cc1)N1CCN(Cc2ccc3c(c2)OCO3)CC1
- Lipid storage S3: i
- Lipid storage S3 cell count max: -7

COC(=O)c1cc(-c2ccccc2)sc1NC(=O)CN1C(=O)c2ccccc2C1=O
- Lipid storage S3: -13%
- Lipid storage S3 cell count max: -1

O=C(N/N=C1/CC2CCC1C2)c1cc2ccccc2cc1O (configuration not stated)
- Lipid storage S3: ?
- Lipid storage S3 cell count max: .

Cc1ccc(Oc2ncc(-c3ccc(Cl)cc3)cn2)cc1
- Lipid storage S3: ?
- Lipid storage S3 cell count max: .

COc1ccc(NS(=O)(=O)c2ccc(NC(=O)C3CC3)cc2)cc1
- Lipid storage S3: ?
- Lipid storage S3 cell count max: .

C=CCNS(=O)(=O)c1nc(C)c(Cl)c(C)c1C#N
- Lipid storage S3: i
- Lipid storage S3 cell count max: -11

O=C(C1CC(=O)N(c2ccc(Cl)cc2)C1)N1CCOCC1 (configuration not stated)
- Lipid storage S3: -8%
- Lipid storage S3 cell count max: -1

Cc1ccccc1-c1nnc2c3ccccc3c(C)nn12
- Lipid storage S3: 0%
- Lipid storage S3 cell count max: -17

Cn1cnc([N+](=O)[O-])c1Sc1nnc(-c2cccnc2)n1C
- Lipid storage S3: ?
- Lipid storage S3 cell count max: .

COc1ccc(/C=N/Nc2ncc(-c3ccccc3)cn2)c(OC)c1
- Lipid storage S3: 5%
- Lipid storage S3 cell count max: 5

O=C(Cc1ccccc1)Nc1ccc(N2CCOCC2)cc1N1CCOCC1
- Lipid storage S3: i
- Lipid storage S3 cell count max: .

COc1cccc(-n2nnnc2SCC(=O)NCc2ccc3c(c2)OCO3)c1
- Lipid storage S3: i
- Lipid storage S3 cell count max: -13

CSc1ccc(/C=N/Nc2nc(C)cc(C)n2)cc1
- Lipid storage S3: ?
- Lipid storage S3 cell count max: .

N#Cc1c(C(F)(F)F)cc(-c2ccccc2)[nH]c1=O
- Lipid storage S3: ?
- Lipid storage S3 cell count max: .

COc1ccc(OC)c(-n2c(SCC(C)=O)nnc2-c2cccc(S(=O)(=O)N(C)C)c2)c1
- Lipid storage S3: ?
- Lipid storage S3 cell count max: .

O=C(c1ccccc1)c1cc([N+](=O)[O-])ccc1N1CCOCC1
- Lipid storage S3: -8%
- Lipid storage S3 cell count max: -14

C=CCn1c(=O)c2ccccc2n2c(SCC(=O)Nc3cc(C)on3)nnc12
- Lipid storage S3: ?
- Lipid storage S3 cell count max: .

CC(=O)c1nn(-c2cccc(Br)c2)cc1C(=O)c1ccc2ccccc2c1
- Lipid storage S3: 5.2µM*
- Lipid storage S3 cell count max: -7.1*

COc1cccc(-c2nc(-c3ccc(NC(=O)c4cccnc4)cc3)no2)c1
- Lipid storage S3: ?
- Lipid storage S3 cell count max: .

CC1Oc2ccccc2N(CC(=O)Nc2ccc(F)cc2)C1=O (configuration not stated)
- Lipid storage S3: ?
- Lipid storage S3 cell count max: .

O=C(NC1C2CC3CC(C2)CC1C3)c1ccc(N2CCNCC2)c([N+](=O)[O-])c1 (configuration not stated)
- Lipid storage S3: 11%
- Lipid storage S3 cell count max: 12

Cc1ccc(C(=O)Nc2ccccc2C(=O)O)cc1S(=O)(=O)NCc1ccccc1
- Lipid storage S3: 9%
- Lipid storage S3 cell count max: 21

O=C1N=C(N2CCN(Cc3ccccc3)CC2)S/C1=C/c1cccs1
- Lipid storage S3: -4%
- Lipid storage S3 cell count max: 4

Cc1cc(N)n(-c2ccc(S(=O)(=O)c3ccc(C(C)C)cc3)cc2)n1
- Lipid storage S3: ?
- Lipid storage S3 cell count max: .

COCCCN(Cc1cccs1)S(=O)(=O)c1csc(C(N)=O)c1
- Lipid storage S3: ?
- Lipid storage S3 cell count max: .

CCN(CC)CC(=O)Nc1ccc(/C(C)=N/NC2=NCCN2)cc1
- Lipid storage S3: ?
- Lipid storage S3 cell count max: .

COc1ccc(-n2c(=O)cc(N3CCOCC3)[nH]c2=O)cc1
- Lipid storage S3: ?
- Lipid storage S3 cell count max: .

COCc1ccc(CN2CCCC(C(=O)Nc3ccc(-c4cccc(OC)c4)cc3)C2)o1 (configuration not stated)
- Lipid storage S3: i
- Lipid storage S3 cell count max: 24

CC1=C(C(=O)OC2CCCCCCC2)C(c2cc3c(cc2Br)OCO3)CC(=O)N1 (configuration not stated)
- Lipid storage S3: ?
- Lipid storage S3 cell count max: .

O=C(CC1C(=O)NCCN1Cc1c(F)cccc1Cl)NCCCN1CCCC1=O (configuration not stated)
- Lipid storage S3: 22%
- Lipid storage S3 cell count max: 17

COc1ccc(/C(C)=N/OCC(=O)Nc2nc3ccccc3s2)cc1OC
- Lipid storage S3: ?
- Lipid storage S3 cell count max: .

CSc1nc2ccc(NC(=O)c3ccc(F)c(F)c3)cc2s1
- Lipid storage S3: ?
- Lipid storage S3 cell count max: .

CCCc1nn2c(=O)c(C(c3cccc(Cl)c3)c3c(O)nc4sc(CCC)nn4c3=O)c(O)nc2s1
- Lipid storage S3: -11%
- Lipid storage S3 cell count max: 0

Cc1ccc2nc(CCc3nc4ccc(C)cc4o3)oc2c1
- Lipid storage S3: 10%
- Lipid storage S3 cell count max: -17

CCOc1nc2cnccc2n(CC(=O)Nc2c(F)c(F)cc(F)c2F)c1=O
- Lipid storage S3: ?
- Lipid storage S3 cell count max: .

CC(=O)NC(c1cc(F)c2cccnc2c1O)C1CC1 (configuration not stated)
- Lipid storage S3: ?
- Lipid storage S3 cell count max: 22

COc1cc(S(=O)(=O)Nc2cccc3cn[nH]c23)c(OC)cc1Cl
- Lipid storage S3: ?
- Lipid storage S3 cell count max: .

CCOc1ccc(S(=O)(=O)NCCCn2ccnc2)cc1NC(C)=O
- Lipid storage S3: -14%
- Lipid storage S3 cell count max: 12

Cc1nc(=O)c(-c2ccccc2)c(C)n1-c1cccc(C(=O)O)c1
- Lipid storage S3: ?
- Lipid storage S3 cell count max: .

C[N+]1(C)CC2=Cc3ccccc3CC2C1 (configuration not stated)
- Lipid storage S3: -1%
- Lipid storage S3 cell count max: 4

CN1CCN(c2ccc(S(=O)(=O)Nc3ccccc3)cc2[N+](=O)[O-])CC1
- Lipid storage S3: -11%
- Lipid storage S3 cell count max: -2

CCC(CC)c1nnc(NC(=O)c2ccc3ccccc3n2)s1
- Lipid storage S3: ?
- Lipid storage S3 cell count max: .

O=C(C(=O)N1CCc2ccccc2C1)c1cn(CC(=O)N2CCCCC2)c2ccccc12
- Lipid storage S3: 2%
- Lipid storage S3 cell count max: 1

CC(=O)N1CCN(S(=O)(=O)c2ccc(S(=O)(=O)NCC(C)C)cc2)CC1
- Lipid storage S3: i
- Lipid storage S3 cell count max: .

COc1cccc(CC(NC(C)=O)C(=O)NC2CCN(c3nc(C)cc(C)c3C#N)CC2)c1 (configuration not stated)
- Lipid storage S3: i
- Lipid storage S3 cell count max: 21

CC(C)NC(=O)c1ccc(-c2cc(C(F)(F)F)ccc2Cl)o1
- Lipid storage S3: ?
- Lipid storage S3 cell count max: .

CN(C(=O)CSc1ncnc2ccccc12)C1CCCCC1
- Lipid storage S3: ?
- Lipid storage S3 cell count max: .

Nc1nc(Nc2ccccc2)nc(NC2CCCCC2)c1[N+](=O)[O-]
- Lipid storage S3: ?
- Lipid storage S3 cell count max: .

c1ccc2[nH]c(CCCc3nc4ccccc4[nH]3)nc2c1
- Lipid storage S3: ?
- Lipid storage S3 cell count max: .

NC(=O)c1ccc(NC(=O)CN2CCN(c3ccc(Cl)cc3)CC2)cc1
- Lipid storage S3: ?
- Lipid storage S3 cell count max: .

COc1ccc(N2CCN(C(=O)CN3C(=O)NC4(CCCc5ccccc54)C3=O)CC2)cc1 (configuration not stated)
- Lipid storage S3: ?
- Lipid storage S3 cell count max: .

O=C(O)C1CC=CCC1C(=O)NCCCN1CCCC1=O (configuration not stated)
- Lipid storage S3: i
- Lipid storage S3 cell count max: -21

COC(=O)/C(=N/Nc1ccc(C)cc1)N1CCCc2ccccc21
- Lipid storage S3: 1%
- Lipid storage S3 cell count max: 11

# Entries of single compounds as entered above. Screens in order: Lipid storage S3 | Lipid storage S3 cell count max
# Profile of COc1cccc(CC(NC(C)=O)C(=O)NC2CCN(c3nc(C)cc(C)c3C#N)CC2)c1 (configuration not stated) → i | 21
# Profile of CCOC(=O)C1(Cc2ccccc2C)CCCN(C(=O)c2ccc(CSC)o2)C1 (configuration not stated) → ? | .
# Profile of O=C(O)Cc1sc(-c2ccccc2)nc1-c1cccs1 → 22% | 19

# Structures from the list above with a Cl atom (15):
O=Nc1c(O)n(Cc2c(Cl)cccc2Cl)c2ccccc12
- Lipid storage S3: ?
- Lipid storage S3 cell count max: .

O=S1(=O)CCOC[C@H](c2ccccc2)N1Cc1cccc(Cl)c1
- Lipid storage S3: ?
- Lipid storage S3 cell count max: .

Cc1cc(OCc2nnc(SC(C)C(=O)O)n2Cc2ccccc2)ccc1Cl (configuration not stated)
- Lipid storage S3: 5%
- Lipid storage S3 cell count max: 26

O=C(c1ccc(Cl)c(Cl)c1)N1CCC(=O)N(C(COCc2cccc(Cl)c2)Cc2ccccc2)CC1 (configuration not stated)
- Lipid storage S3: ?
- Lipid storage S3 cell count max: .

Clc1ccc2nc(CN3CCCc4ccccc43)cn2c1
- Lipid storage S3: ?
- Lipid storage S3 cell count max: .

O=C(Oc1ccc2c(c1)OCC2=O)c1ccc(Cl)cc1
- Lipid storage S3: -6%
- Lipid storage S3 cell count max: -2

O=C(CCCn1c(=S)[nH]c2cc3c(cc2c1=O)OCO3)N1CCN(c2ccc(Cl)cc2)CC1
- Lipid storage S3: 11%
- Lipid storage S3 cell count max: -9

Cc1ccc(Oc2ncc(-c3ccc(Cl)cc3)cn2)cc1
- Lipid storage S3: ?
- Lipid storage S3 cell count max: .

C=CCNS(=O)(=O)c1nc(C)c(Cl)c(C)c1C#N
- Lipid storage S3: i
- Lipid storage S3 cell count max: -11

O=C(C1CC(=O)N(c2ccc(Cl)cc2)C1)N1CCOCC1 (configuration not stated)
- Lipid storage S3: -8%
- Lipid storage S3 cell count max: -1

O=C(CC1C(=O)NCCN1Cc1c(F)cccc1Cl)NCCCN1CCCC1=O (configuration not stated)
- Lipid storage S3: 22%
- Lipid storage S3 cell count max: 17

CCCc1nn2c(=O)c(C(c3cccc(Cl)c3)c3c(O)nc4sc(CCC)nn4c3=O)c(O)nc2s1
- Lipid storage S3: -11%
- Lipid storage S3 cell count max: 0

COc1cc(S(=O)(=O)Nc2cccc3cn[nH]c23)c(OC)cc1Cl
- Lipid storage S3: ?
- Lipid storage S3 cell count max: .

CC(C)NC(=O)c1ccc(-c2cc(C(F)(F)F)ccc2Cl)o1
- Lipid storage S3: ?
- Lipid storage S3 cell count max: .

NC(=O)c1ccc(NC(=O)CN2CCN(c3ccc(Cl)cc3)CC2)cc1
- Lipid storage S3: ?
- Lipid storage S3 cell count max: .
